MEP2 TOR yeast: modulators of MEP2-GFP levels in yeast, primary screen, S. cerevisiae, multiplex flow cytometry, MLPCN library; S. cerevisiae MEP2-GFP strain, 3 h; 100% = DMSO control level; GFP response vs DMSO, % at 10 µM; actives 0.51% (n = 330,000);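 active means GFP response versus DMSO above a set limit, roughly screen mean plus 3 SD, cut at about 180% in these data; inconclusive means fewer than 70 cells counted for a yeast strain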;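 further: median GFP fluorescence of the barcode-gated MEP2-GFP cells per well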
VLA-4 inh: inhibition in human VLA-4 binding assay, primary screen, VLA-4 allosteric modulator project, MLPCN library, flow cytometry, VLA-4 expressing cells | Integrin alpha-4 (Homo sapiens), P13612 | ligand binding flow cytometry | actives 0.2% (n = 330,000) | inhibition, % (about 7 µM as worked out from the volumes in the protocol); in the data active means inhibition above about 50%
CR mimetic SO: reduction of superoxide in aged yeast, primary screen, HTS; S. cerevisiae aged cells, superoxide DHE fluorescence; active compounds read low; superoxide response (% of plate mean), % at 10 µM; actives 0.18% (n = 330,000);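 active means superoxide response under a set limit, about three screen SD below normal, cut at about 65% in these data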;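 further: yeast aged for seven days with compound at 30 °C before DHE staining; 100% = average MFI of all compound-treated wells on the plate with controls excluded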
LAP4-GFP MLPCN: modulators of LAP4-GFP expression in yeast, primary screen, S. cerevisiae, multiplex flow cytometry, MLPCN library; 3 h; median GFP as percent of DMSO wells; actives 0.34% (n = 320,000); AID 2023, 2009; GFP response vs DMSO, % at 10 µM;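 active means GFP response vs DMSO above a set limit, about the screen mean plus 3 SD, cut at about 150% in these data; inconclusive means under 70 cell events counted for the yeast strain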
CIT2 TOR yeast: modulators of CIT2-GFP expression in yeast, primary screen, S. cerevisiae, GFP fusion, multiplex flow cytometry, MLPCN library | S. cerevisiae CIT2-GFP strain, 3 h; 100 means same as DMSO wells | GFP response vs DMSO, % at 10 µM | actives 0.065% (n = 320,000);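 active means GFP response relative to DMSO above a set limit, near the screen mean plus 3 SD, cut at about 150% in these data; inconclusive means Fewer than 70 cells measured for a yeast strain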;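 further: ratio of well median GFP fluorescence to mean of DMSO wells on the plate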
GRK2 inh: compounds blocking aptamer binding on GRK2 – biochemical, human GRK2, bead flow cytometry, HTS, primary screen; Beta-adrenergic receptor kinase 1 (Homo sapiens), P25098; AID 488847, 2010; actives 0.59% (n = 330,000); FAM-aptamer displacement from GRK2; inhibition of aptamer binding, % at 10 µM;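 active means inhibition of aptamer binding above 40%, roughly 3 SD of noise, on plates passing a quality check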;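 further: median bead fluorescence of bound FAM aptamer so fluorescent compounds give negative values; no value below 0 was filed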
Target sequence (P25098 whole entry, looked up): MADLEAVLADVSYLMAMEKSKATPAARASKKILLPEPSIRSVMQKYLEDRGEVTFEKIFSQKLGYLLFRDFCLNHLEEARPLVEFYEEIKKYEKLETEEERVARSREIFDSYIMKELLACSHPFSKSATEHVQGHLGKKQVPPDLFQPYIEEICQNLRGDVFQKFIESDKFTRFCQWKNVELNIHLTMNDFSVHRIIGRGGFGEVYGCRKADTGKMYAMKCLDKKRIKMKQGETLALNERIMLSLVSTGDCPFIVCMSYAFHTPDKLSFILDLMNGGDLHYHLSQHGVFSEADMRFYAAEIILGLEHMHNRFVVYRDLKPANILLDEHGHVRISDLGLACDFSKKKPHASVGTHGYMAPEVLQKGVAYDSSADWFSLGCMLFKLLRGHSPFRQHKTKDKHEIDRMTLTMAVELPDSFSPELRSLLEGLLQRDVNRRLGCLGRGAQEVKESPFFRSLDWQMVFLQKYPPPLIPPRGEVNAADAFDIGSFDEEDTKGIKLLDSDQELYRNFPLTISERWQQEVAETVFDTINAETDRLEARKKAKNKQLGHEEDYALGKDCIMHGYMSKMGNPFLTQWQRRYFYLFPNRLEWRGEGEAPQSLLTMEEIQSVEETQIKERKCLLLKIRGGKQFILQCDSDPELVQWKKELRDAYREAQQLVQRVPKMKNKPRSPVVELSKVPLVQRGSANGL
RPL19A TOR yeast: RPL19A-GFP expression modulators in yeast, primary screen, cell-based, S. cerevisiae, multiplex flow cytometry, MLPCN; AID 2025, 2009; actives 0.3% (n = 330,000); percent response vs DMSO, % at 10 µM; S. cerevisiae RPL19A-GFP strain, 3 h; active compounds read low;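 active means percent response vs DMSO below 50%; inconclusive means fewer than 70 events counted for the yeast strain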;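 further: median channel GFP fluorescence of the barcoded RPL19A-GFP strain; ratio of sample median GFP to plate DMSO average so 100% = DMSO; lower means less RPL19A-GFP as with rapamycin TOR inhibition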
AGP1-GFP MLPCN: modulators of AGP1-GFP expression in yeast TOR pathway, primary screen, cell-based, multiplex flow cytometry, S. cerevisiae, MLPCN library | 3 h; GFP as percent of DMSO wells | GFP response vs DMSO, % at 10 µM | actives 0.02% (n = 320,000);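 active means GFP response relative to DMSO above a set limit, near screen average plus 3 SD, cut at about 150% in these data; inconclusive means fewer than 70 cells counted for the yeast strain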;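 further: median GFP channel fluorescence of the gated AGP1 strain per well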
An asterisk follows results filed as active; i = inactive; ? = inconclusive; . = no result given. Rows are unselected. About 1.7% of those tested had a hit in this group.

nr	structure	MEP2 TOR yeast	VLA-4 inh	CR mimetic SO	LAP4-GFP MLPCN	CIT2 TOR yeast	GRK2 inh	RPL19A TOR yeast	AGP1-GFP MLPCN
1	Cc1c(CNCC(C)c2ccccc2)c(C(=O)O)c(C)n1Cc1ccccc1 (stereo unspecified)	100.7	9.7	97.9	108.8	104.4	3.0	102.0	103.9
2	NS(=O)(=O)c1ccc(CNC(=O)c2cc(=O)[nH]c3ccccc23)cc1	103.7	-2.7	95.1	95.3	96.2	4.0	100.3	100.2
3	Cc1ccc(CSc2ncn(-c3ccccc3)n2)cc1	102.4	-5.4	100.5	107.6	.	0.0	99.3	96.1
4	CCc1noc(C)c1C(=O)Nc1ccc(F)c(F)c1	99.2	-0.7	96.9	101.6	95.6	0.0	102.2	100.3
5	CCC(=O)NC(c1cccs1)c1ccc2cccnc2c1O (stereo unspecified)	89.2	0.0	97.2	90.8	97.7	0.0	100.7	91.6
6	CC(Oc1cccc(NC(=O)c2cccs2)c1)C(=O)c1ccccc1 (stereo unspecified)	102.3	5.8	95.0	106.4	97.2	4.0	99.8	103.2
7	Cc1nnc(-c2ccc(Cl)cc2)nc1NCCN(C)C	108.1	12.5	94.6	90.5	107.9	1.0	105.2	103.9
8	COc1cc(C(=O)NC(C)c2ccc(S(N)(=O)=O)cc2)ccc1OCC(=O)N1CCOCC1 (stereo unspecified)	108.2	-8.4	93.2	103.1	110.8	4.0	102.9	104.3
9	COc1ccc(CCNC(=O)COC(=O)Cc2ccc(OC)cc2)cc1	107.2	-4.5	95.8	105.5	114.6	1.0	101.5	108.0
10	Cc1nc2ccc(Br)cc2c2c1CC(CBr)O2 (stereo unspecified)	103.1	15.5	106.0	96.0	104.7	1.0	102.1	102.5
11	COCCNC(=O)c1onc(CSc2nc3ccccc3[nH]2)c1C(=O)NCCOC	101.0	-3.1	102.4	111.2	76.2	0.0	98.4	89.4
12	CCCCN(CCCC)S(=O)(=O)c1ccc(C(=O)Nc2nnc(CSC)o2)cc1	103.0	-0.9	94.0	90.5	103.0	2.0	97.6	94.9
13	CC(=O)N1CCOc2ccc(S(=O)(=O)N3CCCC(C)C3)cc21 (stereo unspecified)	102.5	-7.0	86.2	100.9	106.3	1.0	97.3	98.6
14	CCOC(=O)N1CCN(C(=O)COC(=O)c2ccc(O)cc2O)CC1	95.7	-4.5	94.0	95.7	93.9	0.0	101.0	99.4
15	COc1ccc(-n2nc3c(c2NC(=O)CCCCl)CSC3)cc1	96.8	7.2	100.4	105.7	100.1	1.0	99.8	108.4
16	Cc1occc1C(=O)Nc1ccc([N+](=O)[O-])cc1Br	104.7	8.6	103.0	107.2	102.7	0.0	108.3	100.9
17	Cc1ccc2cccc(OCC(=O)Nc3ccc4c(c3)OCO4)c2n1	?	2.6	103.3	82.2	92.1	0.0	95.8	?
18	Cc1ccc(S(=O)(=O)Nc2cc(=O)[nH]c3c2CCC3)cc1	99.5	18.3	97.9	89.0	99.9	0.0	101.2	95.8
19	Cc1ccc2c(c1)CCCN2CC(=O)Nc1cccc(S(=O)(=O)N2CCCC2)c1	107.4	-35.1	114.8	111.5	101.2	3.0	103.9	95.6
20	CCOC(=O)c1ccc(NC(=O)c2c(NC(=O)CCC(=O)O)sc3c2CCCCC3)cc1	95.9	0.2	104.9	97.7	94.9	1.0	99.1	99.5
21	O=C(Cc1cccc2ccccc12)Nc1ccccc1C(=O)O	111.5	3.1	99.1	99.1	98.0	0.0	97.7	104.2
22	Cn1c(=O)c2c(nc(CN3CCc4ccccc4C3)n2Cc2cccc(Cl)c2)n(C)c1=O	103.3	3.4	121.4	105.4	111.9	5.0	104.9	99.3
23	Cc1ccc(NC(=O)c2ccc(Nc3c([N+](=O)[O-])cc([N+](=O)[O-])cc3[N+](=O)[O-])cc2)cc1	98.6	8.1	87.3	93.4	103.3	0.0	97.7	100.4
24	O=C(NCc1ccccn1)/C(=N/O)c1ccccc1	97.2	1.8	83.9	89.9	105.9	0.0	100.8	100.1
25	NC(=O)c1c(NC(=O)c2ccncc2)sc2c1CCCC2	87.9	5.1	103.2	109.2	83.2	2.0	92.3	89.8
26	Cc1ccc2nc(-c3ccncc3)cc(C(=O)Nc3ccc4c(c3)OCCO4)c2c1	98.3	-0.6	106.1	102.2	99.9	0.0	94.7	103.4
27	Cc1ccc(S(=O)(=O)N(C)CC(=O)N2CCN(Cc3ccccc3)CC2)cc1	99.2	4.9	117.5	68.9	101.4	7.0	115.1	84.0
28	Cc1ccc(NC(=O)CCSc2nnc(-c3ccco3)o2)cc1	97.2	7.9	112.6	104.1	93.3	0.0	101.3	97.6
29	CC1(C)C2CCC1(C)C(OC(=O)C[n+]1ccccc1)C2 (stereo unspecified)	95.8	-17.9	90.9	99.1	112.6	0.0	99.3	98.2
30	Cc1ccccc1C(=O)c1c[nH]c(C(=O)NCCCn2ccnc2)c1	101.7	0.9	94.4	97.8	101.3	0.0	100.0	103.3
31	COc1ccc(N2CCN(C(=O)CCNC(=O)Cn3ccc4ccccc4c3=O)CC2)cc1	106.0	-0.2	96.7	103.0	105.1	0.0	102.1	104.4
32	CCOc1ccc(NC(=O)CCCc2cc(-c3ccc(OCC)cc3)on2)cc1	96.3	18.4	96.1	87.0	.	0.0	96.6	94.8
33	CSc1nc2ccccc2n1CC(=O)Nc1c(C)n(C)n(-c2ccccc2)c1=O	107.6	-2.1	101.1	101.2	100.9	4.0	100.5	103.7
34	CCOc1ccc(-c2ccc(NS(=O)(=O)c3cc([N+](=O)[O-])c(C)c([N+](=O)[O-])c3)cc2)nn1	93.2	1.8	94.0	97.7	99.8	2.0	96.8	104.9
35	CN(C)c1ccc(/C=[N+](\[O-])C2SC(=S)N(C)C2(C)C)cc1 (stereo unspecified)	108.4	11.0	108.7	89.5	89.1	0.0	95.8	100.4
36	COc1ccccc1N1CCN(S(=O)(=O)c2ccc3c(c2)oc(=O)n3C)CC1	95.6	-6.3	105.0	82.1	91.2	1.0	92.5	84.5

Single records (already shown):
Cc1ccc(NC(=O)CCSc2nnc(-c3ccco3)o2)cc1 is listed as MEP2 TOR yeast = 97.2; VLA-4 inh = 7.9; CR mimetic SO = 112.6; LAP4-GFP MLPCN = 104.1; CIT2 TOR yeast = 93.3; GRK2 inh = 0.0; RPL19A TOR yeast = 101.3; AGP1-GFP MLPCN = 97.6
Cc1ccccc1C(=O)c1c[nH]c(C(=O)NCCCn2ccnc2)c1 is listed as MEP2 TOR yeast = 101.7; VLA-4 inh = 0.9; CR mimetic SO = 94.4; LAP4-GFP MLPCN = 97.8; CIT2 TOR yeast = 101.3; GRK2 inh = 0.0; RPL19A TOR yeast = 100.0; AGP1-GFP MLPCN = 103.3

Further results
nr	structure	MEP2 TOR yeast	VLA-4 inh	CR mimetic SO	LAP4-GFP MLPCN	CIT2 TOR yeast	GRK2 inh	RPL19A TOR yeast	AGP1-GFP MLPCN
37	CCOC(=O)C1CCN(c2cc(=O)n(Cc3ccc(F)cc3)c(=O)[nH]2)CC1	98.5	9.4	95.2	104.9	94.3	1.0	95.7	100.7
38	C=CCn1nc(-c2ccccc2)cc1C(=O)OCC	90.0	-0.4	94.9	117.0	89.7	1.0	100.8	85.3
39	COc1cccc(CNC(=O)CCC2CCCN(C(=O)C3=CC(=O)CC(C)(C)O3)C2)c1 (stereo unspecified)	92.2	18.2	96.8	93.1	101.1	0.0	91.7	96.1
40	Cc1ccc(NC(=O)CN2C(=O)NC3(CCCCCC3)C2=O)cc1Cl	107.5	2.3	98.5	100.0	106.3	0.0	107.1	103.9
41	Oc1ccc(/C=N/N2CCN(c3ccccn3)CC2)cc1	104.6	-2.3	85.8	99.8	106.0	0.0	100.3	102.4
42	COC(=O)c1ccc(NC(=O)CSc2nc3ncccc3[nH]2)cc1	101.5	-16.9	99.4	107.8	92.8	0.0	95.8	104.8
43	Cc1ccc(OCC(=O)Nc2cccc(-c3nnc(-c4ccccc4)o3)c2)cc1	103.8	13.9	128.8	105.0	87.3	3.0	97.9	94.9
44	CN(CC(=O)NC1CCCCCC1)S(=O)(=O)c1ccccc1	103.9	4.7	92.9	94.5	103.2	0.0	102.7	108.1
45	COc1ccc(-n2c(C)n[nH]c2=O)cc1	100.1	-0.1	103.5	103.4	102.2	0.0	101.9	102.6
46	O=C(Nc1nnc(-c2ccc(F)cc2)o1)c1cccc([N+](=O)[O-])c1	111.5	-1.8	102.8	163.6*	99.2	0.0	98.1	102.7
47	Cc1ccc(S(=O)(=O)CCc2ccncc2)cc1	87.6	1.4	91.3	73.8	117.7	0.0	103.1	98.6
48	COc1ccccc1N(CC(=O)N/N=C/c1ccc(SC)cc1)S(C)(=O)=O	105.4	7.3	84.1	96.5	107.2	11.0	100.9	100.2
49	CCOc1ccc(N2C(=O)C(Cl)=C(Nc3ccccc3O)C2=O)cc1	97.3	-91.5	88.6	102.7	89.3	0.0	92.9	92.7
50	O=C(NCC(=O)N(c1ccc(F)cc1)C(C(=O)NC1CCCC1)c1cccnc1)c1ccco1 (stereo unspecified)	107.4	5.9	109.5	106.7	107.8	1.0	103.4	102.8
51	CC(C)CC1NC(=O)c2ccccc2-n2c1nc1ccc(Cl)cc1c2=O (stereo unspecified)	93.5	11.8	97.0	91.5	98.8	2.0	102.5	105.2
52	Cc1ccccc1C(=O)Nc1ccc(N(C)C)c2ccccc12	99.8	-3.6	118.2	86.8	93.6	0.0	99.9	89.2
53	O=C(COc1ccc2c(-c3ccccc3)cc(=O)oc2c1)NCCCn1ccnc1	94.3	-30.7	86.0	91.6	92.9	2.0	85.3	88.3
54	CCOc1ccc(NC2c3ccccc3C(=O)N2c2ccc(Cl)cn2)cc1 (stereo unspecified)	113.2	-33.6	95.3	114.1	100.3	1.0	104.0	96.4
55	Nc1ccc2oc(-c3ccccn3)nc2c1	100.3	-9.0	85.1	108.4	100.6	0.0	103.5	103.4
56	O=C1c2ccccc2-c2onc3ccc(Oc4ccccc4)c1c23	166.4	i	110.8	234.2*	125.5	2.0	83.2	90.0
57	CC(=O)c1ccc(NC(=S)N2CCCC(CO)C2)cc1 (stereo unspecified)	101.6	-3.3	96.1	93.1	98.9	6.0	98.3	104.4
58	c1ccc2c(c1)COC(CNC1CCCCC1)OC2	97.4	-0.7	114.3	89.8	93.9	1.0	91.7	95.9
59	O=C(NCc1ccncc1)C(=O)NCC1OCCN1S(=O)(=O)c1cc(F)ccc1F (stereo unspecified)	95.1	-3.7	115.8	76.8	102.2	0.0	99.9	81.2
60	COc1cc(OC)cc(C(=O)Nn2cc(C(=O)Nc3c(F)cccc3F)c3ccccc3c2=O)c1	103.4	14.9	98.8	95.0	95.6	1.0	106.0	100.6
61	O=C(Nc1cccc(-c2nnc(-c3ccccc3)o2)c1)C1CCCCC1	101.7	19.5	124.7	98.9	102.2	0.0	98.7	103.5
62	O=[N+]([O-])c1ccc(C(O)CN2CCN(C/C=C/c3ccccc3)CC2)cc1 (stereo unspecified)	102.7	15.7	95.4	103.4	98.1	0.0	94.2	104.4
63	O=C(O)c1cccc(NC(=O)c2ccc3c(c2)C(=O)N(c2cccc([N+](=O)[O-])c2)C3=O)c1	103.7	5.2	93.2	93.3	103.0	2.0	103.9	97.5
64	CCC(CC)NC(=O)/C=C/c1ccccc1Cl	97.6	30.6	109.4	85.2	97.1	0.0	97.8	89.8
65	CCOc1ccc(C(=O)N/N=C/c2ccc(SC)cc2)cc1	98.3	-12.1	83.5	118.8	95.9	0.0	99.8	106.8

Compound activity: PubChem BioAssay, NMMLSC
